Source: PubChem BioAssay (National Center for Advancing Translational Sciences (NCATS))
Pol iota inh: blocks human DNA polymerase iota activity | Pol iota fluorescent replication assay, 10 min | Potency, µM (doses to about 115 µM), inactives show top-dose activity, negative = inhibition, usual class: inhibitors | hit rate 1% among 390,000; further: potency means the concentration at half of the fitted maximal effect
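Fluorescent replication assay read twice, at 0 min and 10 min after adding 50 nM (final) substrate. Enzyme (10 nM) and compounds were first incubated 15 min at room temperature; enzyme-free buffer wells were negative controls.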
APE1 inh: inhibitors of human APE1 endonuclease | P27695 | recombinant APE1, TAMRA/BHQ-2 abasic DNA cleavage fluorescence | Potency, µM (highest dose often 65.8 µM), for the others: at the highest dose activity change, negative = inhibition, hits mostly inhibitors | hit rate 0.35% among 350,000;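 further: potency means the concentration at half of the fitted maximal effect; plate controls were vehicle for no effect and reference inhibitor for full effect; nearly all actives have a fitted effect of over 55% in size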
Target sequence (P27695 whole entry, looked up): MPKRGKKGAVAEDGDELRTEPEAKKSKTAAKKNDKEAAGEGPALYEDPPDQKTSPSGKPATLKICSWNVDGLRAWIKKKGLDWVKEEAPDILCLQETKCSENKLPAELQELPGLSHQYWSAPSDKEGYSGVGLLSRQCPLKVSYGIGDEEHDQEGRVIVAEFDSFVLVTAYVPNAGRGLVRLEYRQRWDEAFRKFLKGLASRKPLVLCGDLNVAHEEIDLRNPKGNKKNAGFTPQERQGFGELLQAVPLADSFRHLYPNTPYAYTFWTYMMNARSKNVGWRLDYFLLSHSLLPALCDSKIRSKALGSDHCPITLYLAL
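Step 1: APE1 (0.75 nM) with compound, 15 min RT. Step 2: add 50 nM fluorophore/quencher THF duplex. Step 3: three fluorescence reads 60 s apart (525/598 nm); read 3 minus read 1 = reaction progress.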
BLM inh: blocks DNA unwinding by human BLM helicase. P54132. hit rate 0.2% among 350,000. Potency, µM (highest dose often 56.1 µM), for inactives: at the top dose activity change, negative = inhibition, most hits filed as inhibitors. AID 2528. recombinant BLM DNA unwinding, fluorescence dequenching;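 further: potency means the concentration at half of the fitted maximal effect; plate controls were vehicle for no effect and no enzyme for full effect; nearly all actives have a fitted effect of over 35% in size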
POLK inh: inhibitors of human DNA polymerase kappa; Q9UBT6; Potency, µM (doses to about 107 µM), for the others: top-dose activity, negative = inhibition, actives largely listed as inhibitors; hit rate 0.53% among 400,000; purified Pol kappa, fluorescent DNA synthesis assay, 10 min; further: potency means the concentration at half of the fitted maximal effect; on the % scale 0 is the no-effect control and ±100 the full control effect
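Kinetic fluorescence screen: compound preincubated 15 min RT with 10 nM enzyme; 50 nM substrate (final) initiates; reads at 0/10 min.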
POLB inh: inhibitors of human DNA polymerase beta | AID 485314 | Potency, µM (doses to about 114 µM), for the others: at the top dose activity change, negative = inhibition, usual class: inhibitors | Pol beta primer extension/strand displacement, fluorescence kinetic | P06746 | hit rate 1.3% among 340,000; further: potency means the concentration at half of the fitted maximal effect; on the % scale 0 is the no-effect control and ±100 the full control effect
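Enzyme-only controls used 10 nM Pol beta; buffer lacking enzyme served as negative control. Compound preincubated 15 min, then 50 nM substrate added; 0 and 10 min reads at room temperature.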
Pol eta inh: blocks human DNA polymerase eta activity; Q9Y253; recombinant Pol eta, fluorescent DNA replication assay; Potency, µM (highest dose often 114 µM), for the others: at the top dose activity change, negative = inhibition, usual class: inhibitors; hit rate 1.2% among 390,000; AID 588591; further: potency means the concentration at half of the fitted maximal effect; on the % scale 0 is the no-effect control and ±100 the full control effect
Target sequence (Q9Y253 whole entry, looked up): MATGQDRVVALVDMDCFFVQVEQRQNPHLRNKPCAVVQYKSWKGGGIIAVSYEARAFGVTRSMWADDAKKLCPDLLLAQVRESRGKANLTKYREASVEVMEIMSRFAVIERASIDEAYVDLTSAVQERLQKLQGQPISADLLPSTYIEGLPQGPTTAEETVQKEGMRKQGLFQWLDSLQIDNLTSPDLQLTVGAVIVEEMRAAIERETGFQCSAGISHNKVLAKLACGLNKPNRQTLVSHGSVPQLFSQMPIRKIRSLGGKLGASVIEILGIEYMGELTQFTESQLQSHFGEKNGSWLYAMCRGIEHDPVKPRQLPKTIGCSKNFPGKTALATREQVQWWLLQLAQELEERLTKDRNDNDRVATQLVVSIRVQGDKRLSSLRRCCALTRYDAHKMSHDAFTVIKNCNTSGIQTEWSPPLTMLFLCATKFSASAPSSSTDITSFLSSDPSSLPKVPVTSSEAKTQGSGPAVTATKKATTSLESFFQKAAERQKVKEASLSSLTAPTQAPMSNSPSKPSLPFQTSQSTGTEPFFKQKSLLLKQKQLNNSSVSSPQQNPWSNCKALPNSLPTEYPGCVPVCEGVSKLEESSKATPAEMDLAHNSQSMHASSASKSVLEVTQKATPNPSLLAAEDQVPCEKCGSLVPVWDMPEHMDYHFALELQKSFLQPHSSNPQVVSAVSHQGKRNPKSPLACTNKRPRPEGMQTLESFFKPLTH
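Pol eta (10 nM) was preincubated with compounds for 15 min at room temperature, after which fluorescent replication substrate (50 nM final) was added to start the reaction. Fluorescence was read kinetically at 0 and 10 min.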
Apoferritin bind: candidate novel general anesthetic via apoferritin binding. Potency, µM (series often up to 77.5 µM), inactives show at the top dose activity change, negative = displacement, usual class: inhibitors. P02791. hit rate 0.074% among 350,000. AID 485281. apoferritin/1-aminoanthracene competitive binding, fluorescence; further: potency means the concentration at half of the fitted maximal effect; on the % scale 0 is the no-effect control and ±100 the full control effect; nearly all actives have a fitted effect of over 20% in size
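10 uM apoferritin + 50% sat. 1-AMA, PBS; cpd 10 min RT; Ex380/Em535 endpoint; normalized to free probe vs complex; 4-param Hill fit; propofol titration as pos. ctrl.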
GRP78 ERSR act: induces the endoplasmic reticulum stress response in human glioma cells | Potency, µM, without a hit: top-dose activation, usual class: activators | U87-MG GRP78 promoter luciferase reporter, 16 h | hit rate 0.02% among 420,000; further: potency means the concentration at half of the fitted maximal effect; series mostly up to about 76 µM; % of control where 0% means no effect; nearly all actives have a fitted effect of over 35% in size
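Stably transfected U87-MG human glioma cells carrying a GRP78-based luminescent sensor were seeded at 1000 cells/well, pin-dosed with compounds and incubated 16 h. Luciferase reagent was then added, and end-point luminescence was read after 10 min at room temperature.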
LDHA inh: LDHA (human) enzyme inhibition; hit rate 0.15% among 480,000; activity change, % (values are at about 110 or 230 µM); purified LDHA, NADH/diaphorase-resazurin fluorescence; active compounds read low; in the data active means activity change below about -30%; inconclusive means mostly about -25% to -30%;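 further: plate controls were DMSO wells for no effect and wells without enzyme for full effect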
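Enzyme activity of human lactate dehydrogenase 5 (2 nM; 0.06 mM NADH, 0.2 mM pyruvate, 5 min, RT) is measured via a resazurin/diaphorase fluorescence readout of residual NADH.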
* = called active by the depositor; [ ] = another dose, or the depositor's remark. Unless noted, the call rests on the fitted dose curve; in most records, active means well fitted curve in the direction sought with a large enough effect; inconclusive means small, poorly fitted or top-dose-only effect, or another doubt; inactive means no such curve, though single readings can be large; an effect the other way counts as inactive or inconclusive. The list is partial (hit frequency here may not be typical).

Cc1cc(C)cc(C(=O)NCCc2sc(-c3ccc(F)cc3)nc2C)c1 was read as Pol iota inh 2%, BLM inh -7%, POLK inh -4%[60.1 µM], POLB inh -1%, Pol eta inh 0%, Apoferritin bind 44%[activator], GRP78 ERSR act 0% and LDHA inh -1.
`CCn1c(SCC(=O)NCc2ccc3c(c2)OCO3)nnc1-c1cccs1` gave Pol iota inh -19%, APE1 inh -1%, BLM inh 4%, POLK inh 0%, POLB inh 3%, Pol eta inh -5%, Apoferritin bind -6%, GRP78 ERSR act 4% and LDHA inh -3.
For Cn1c(=O)[nH]c(=O)c2c1nc(Br)n2CCSc1nc2ccccc2o1 the results were Pol iota inh inconclusive, APE1 inh inconclusive, BLM inh -2%, POLK inh 3%, POLB inh 28%, Pol eta inh 6%, Apoferritin bind -8%, GRP78 ERSR act -5% and LDHA inh 0.
`COc1ccc(S(=O)(=O)N(CCc2ccccc2)CC(=O)NC(C)C)cc1` gave Pol iota inh -4%, APE1 inh -1%, BLM inh -1%, POLK inh -3%, POLB inh -4%, Pol eta inh -6%, Apoferritin bind -11%, GRP78 ERSR act -1% and LDHA inh -14.
`S=C(Nc1ccccc1)Nc1ccc(Cl)cn1` gave Pol iota inh 50%[activator], APE1 inh 26%, BLM inh -7%, POLK inh -8%, POLB inh 2%, Pol eta inh -13%, Apoferritin bind -7%, GRP78 ERSR act 4% and LDHA inh -3.
For Cc1ccsc1/C=C1\Oc2cc(OCC(=O)c3ccccc3)ccc2C1=O the results were Pol iota inh -6%, APE1 inh 3%, BLM inh -7%, POLK inh -4%, POLB inh 1%, Pol eta inh inconclusive, Apoferritin bind -9%, GRP78 ERSR act 5% and LDHA inh -2.
`COc1ccc(S(=O)(=O)NCc2cccnc2)cc1OC` gave Pol iota inh 44%[activator], APE1 inh 17%, BLM inh -4%, POLK inh -2%, POLB inh 2%, Pol eta inh -8%, Apoferritin bind -1%, GRP78 ERSR act -4% and LDHA inh -1.
Screening CCCCNC(=S)Nc1ccc([N+](=O)[O-])cc1 returned Pol iota inh 16%, APE1 inh -2%, BLM inh -4%, POLK inh -21%, POLB inh -4%, Pol eta inh -14%, Apoferritin bind -3%, GRP78 ERSR act -1% and LDHA inh -6.
CCc1nnc(NC(=O)CSc2nnc(CNC(=O)c3cc(OC)c(OC)c(OC)c3)o2)s1 was read as Pol iota inh -23%, APE1 inh -2%, BLM inh 0%, POLK inh -2%, POLB inh 1%, Pol eta inh 0%, Apoferritin bind -7%, GRP78 ERSR act 1% and LDHA inh -5.
`Cn1cc(CN2CCCC(CO)(Cc3ccccc3)C2)c2ccccc21` (stereo not given) gave Pol iota inh 97%[activator], APE1 inh 20%, BLM inh -13%, POLK inh -3%, POLB inh 9%, Pol eta inh -16%, Apoferritin bind -11%, GRP78 ERSR act -5% and LDHA inh -8.
COc1ccc(NC(=O)CSCC(=O)Nc2ccc(S(=O)(=O)N3CCOCC3)cc2)cc1 was read as Pol iota inh -5%, APE1 inh -12%, POLK inh 9%, Pol eta inh -12%, GRP78 ERSR act -4% and LDHA inh 4.
Cc1cccn2c(CNC3CCCc4ccccc43)c(C(=O)N3CCCCC3)nc12 (stereo not given) was read as Pol iota inh -2%, APE1 inh -9%, BLM inh 0%, POLK inh -5%, POLB inh -27%, Pol eta inh -6%, Apoferritin bind -14%, GRP78 ERSR act -5% and LDHA inh 1.
Cc1cc(C)c(-c2c(O)c3c(n(C)c2=O)CC(C)(C)CC3=O)c(C)c1 was read as Pol iota inh 2%, APE1 inh 6%, BLM inh -3%, POLK inh -21%, POLB inh 17%, Pol eta inh -14%, Apoferritin bind -6%, GRP78 ERSR act -7% and LDHA inh -4.
For O=C1NC(c2ccc(Br)cc2)Oc2ccccc21 (stereo not given) the results were Pol iota inh -15%, APE1 inh 24%, BLM inh 0%, POLK inh -3%, POLB inh 7%, Pol eta inh -6%, Apoferritin bind inconclusive, GRP78 ERSR act 0% and LDHA inh -10.
O=S(=O)(NCC(c1ccco1)S(=O)(=O)c1ccccc1)c1cc(F)ccc1F (stereo not given) was read as Pol iota inh 16%, BLM inh -3%, POLK inh -3%[60.1 µM], POLB inh -11%, Pol eta inh -21%, Apoferritin bind -21%, GRP78 ERSR act 0% and LDHA inh 4.
Screening O=c1c2[nH]c3ccccc3c2ncn1Cc1cccnc1 returned Pol iota inh -18%, APE1 inh -4%, BLM inh 1%, POLK inh 1%, POLB inh 5%, Pol eta inh -7%, Apoferritin bind -6%, GRP78 ERSR act -3% and LDHA inh -4.
O=C(Nc1cccc(F)c1)N1CC[C@@]2(CCCN(C(=O)c3ccncc3)C2)C1 was read as APE1 inh 1%, BLM inh -2%, POLK inh 11%[60.1 µM] and GRP78 ERSR act 1%.
Screening COc1ccc([C@@H]2[C@@H]3C(=O)N(C(C)(C)C)C(=O)[C@@H]3[C@]3(CC(C)C)C(=O)N(c4cccc(F)c4)C(=O)N23)cc1 returned Pol iota inh 17%, APE1 inh 11%, POLK inh 3%, Pol eta inh -26%, GRP78 ERSR act -1% and LDHA inh -4.
CCCCN(C(=O)C1=NN(c2ccccc2)C(=O)CC1)c1c(N)n(CC(C)C)c(=O)[nH]c1=O was read as Pol iota inh -14%, APE1 inh 36%, POLK inh -1%, Pol eta inh -1%, GRP78 ERSR act 2% and LDHA inh -2.
`COc1cc(NC(=O)CN2C(=O)c3ccccc3S2(=O)=O)c(OC)cc1Cl` gave Pol iota inh -3%, APE1 inh -3%, BLM inh -1%, POLK inh -8%, POLB inh 23%, Pol eta inh 4%, Apoferritin bind -14%, GRP78 ERSR act -2% and LDHA inh -4.
For CCOC(=O)c1[nH]c2ccccc2c1NC(=O)c1cc(OC)cc(OC)c1 the results were Pol iota inh -19%, BLM inh 0%, POLK inh 8%, POLB inh 2%, Pol eta inh -5%, Apoferritin bind 2%, GRP78 ERSR act -2% and LDHA inh -3.
`COc1ccccc1NC(=O)C1C2C=CC3(CN(Cc4cccnc4)C(=O)C13)O2` (stereo not given) gave Pol iota inh -6%, APE1 inh -3%, BLM inh 1%, POLK inh -2%, POLB inh 4%, Pol eta inh -10%, Apoferritin bind 2%, GRP78 ERSR act -2% and LDHA inh 1.
For CCCN(C(=O)c1cc(C)ccc1C)c1c(N)n(Cc2ccccc2)c(=O)[nH]c1=O the results were Pol iota inh 30%, APE1 inh 16%, POLK inh -9%, Pol eta inh -10%, GRP78 ERSR act -1% and LDHA inh -4.
`O=C(Cc1cccs1)Nc1cccc([N+](=O)[O-])c1` gave Pol iota inh inconclusive, APE1 inh 3%, BLM inh -24%, POLK inh -29%, POLB inh 25µM*, Pol eta inh inconclusive, Apoferritin bind -24%, GRP78 ERSR act 2% and LDHA inh -8.
For Cc1ccc(CN2C(=O)CC(c3ccc(Cl)cc3)c3c(C)nn(-c4nc(C)cc(C)n4)c32)cc1 (stereo not given) the results were Pol iota inh 13%, BLM inh -4%, POLK inh -3%, POLB inh -10%, Pol eta inh -7%, Apoferritin bind -1%, GRP78 ERSR act 2% and LDHA inh 3.
For CCOC(=O)c1ccc(CN(Cc2ccccc2)S(=O)(=O)c2ccc(Cl)cc2)cc1 the results were Pol iota inh -11%, BLM inh -5%, POLK inh -3%[60.1 µM], POLB inh -12%, Pol eta inh -3%, Apoferritin bind 52%[activator], GRP78 ERSR act -1% and LDHA inh 2.
`Cc1occc1-c1nnc(SCC(=O)N2CC(=O)Nc3ccccc32)n1CC(C)C` gave Pol iota inh 4%, APE1 inh 0%, BLM inh -1%, POLK inh -24%, POLB inh 16%, Pol eta inh 1%, Apoferritin bind -10%, GRP78 ERSR act -5% and LDHA inh -4.
For COc1ccc(CNC(=O)CNC(=O)c2c(C)nn(C)c2Cl)cc1 the results were Pol iota inh 7%, APE1 inh 3%, BLM inh 2%, POLK inh -2%, POLB inh 1%, Pol eta inh -5%, Apoferritin bind -6%, GRP78 ERSR act -3% and LDHA inh -5.
CCCN(CCC)S(=O)(=O)c1ccc(C)cc1 was read as Pol iota inh 11%, APE1 inh 2%, BLM inh -3%, POLK inh -4%, POLB inh 36%, Pol eta inh -12%, Apoferritin bind inconclusive, GRP78 ERSR act -1% and LDHA inh -6.
`O=C1C2C3C=CC(C3)C2C(=O)N1c1nc2ccccc2s1` (stereo not given) gave Pol iota inh 1%, APE1 inh 5%, BLM inh 2%, POLK inh -4%, POLB inh 15%, Pol eta inh -4%, Apoferritin bind -20%, GRP78 ERSR act 3% and LDHA inh -3.
COc1cccc(C(=O)Nc2ccc(NC(=O)c3ccco3)cn2)c1 was read as Pol iota inh -2%, APE1 inh 0%, BLM inh 3%, POLK inh 0%, POLB inh -12%, Pol eta inh -5%, Apoferritin bind -14%, GRP78 ERSR act -6% and LDHA inh -7.
`COc1ccc(C(=O)Nn2c(CC(C)C)nc3cc(Cl)ccc3c2=O)c(OC)c1` gave Pol iota inh 5%, APE1 inh 11%, BLM inh -1%, POLK inh 7%, POLB inh -1%, Pol eta inh -17%, Apoferritin bind -7%, GRP78 ERSR act -4% and LDHA inh -4.
`CCOC(=O)c1ccc(-c2ccc(/C=N/NC(=O)CN(c3ccccc3Br)S(C)(=O)=O)o2)cc1` gave Pol iota inh -1%, APE1 inh -10%, BLM inh -12%, POLK inh -14%, POLB inh -18%, Pol eta inh -22%, Apoferritin bind -15%, GRP78 ERSR act 0% and LDHA inh -1.

Fetched by compound from above:
`COc1ccc(C(=O)Nn2c(CC(C)C)nc3cc(Cl)ccc3c2=O)c(OC)c1` gave Pol iota inh 5%, APE1 inh 11%, BLM inh -1%, POLK inh 7%, POLB inh -1%, Pol eta inh -17%, Apoferritin bind -7%, GRP78 ERSR act -4% and LDHA inh -4.
For CCOC(=O)c1[nH]c2ccccc2c1NC(=O)c1cc(OC)cc(OC)c1 the results were Pol iota inh -19%, BLM inh 0%, POLK inh 8%, POLB inh 2%, Pol eta inh -5%, Apoferritin bind 2%, GRP78 ERSR act -2% and LDHA inh -3.
